Screens: PubChem BioAssay, National Center for Advancing Translational Sciences (NCATS)
KDM5B inhibitor: Primary screen for KDM5B Histone Demethylases FDH-coupled qHTS. Lysine-specific demethylase 5B (Homo sapiens), Q9UGL1. 220,000 compounds, 2.6% hits. AID 1347165, 2019. KDM5B demethylase, FDH-coupled NADH fluorescence (FDH is formaldehyde dehydrogenase). Potency, µM (top dose mostly 57.7 µM), for the others: at the highest dose activity change, negative = inhibition, usual class: inhibitors; active = well fitted inhibition curve with a large enough effect; inconclusive = small, poorly fitted or top-dose-only effect; inactive = no such curve, though single readings can be large or run the other way; also: 0% is about no effect; nearly all actives have a fitted effect of over 70% in size
Target sequence (Q9UGL1 whole entry, looked up): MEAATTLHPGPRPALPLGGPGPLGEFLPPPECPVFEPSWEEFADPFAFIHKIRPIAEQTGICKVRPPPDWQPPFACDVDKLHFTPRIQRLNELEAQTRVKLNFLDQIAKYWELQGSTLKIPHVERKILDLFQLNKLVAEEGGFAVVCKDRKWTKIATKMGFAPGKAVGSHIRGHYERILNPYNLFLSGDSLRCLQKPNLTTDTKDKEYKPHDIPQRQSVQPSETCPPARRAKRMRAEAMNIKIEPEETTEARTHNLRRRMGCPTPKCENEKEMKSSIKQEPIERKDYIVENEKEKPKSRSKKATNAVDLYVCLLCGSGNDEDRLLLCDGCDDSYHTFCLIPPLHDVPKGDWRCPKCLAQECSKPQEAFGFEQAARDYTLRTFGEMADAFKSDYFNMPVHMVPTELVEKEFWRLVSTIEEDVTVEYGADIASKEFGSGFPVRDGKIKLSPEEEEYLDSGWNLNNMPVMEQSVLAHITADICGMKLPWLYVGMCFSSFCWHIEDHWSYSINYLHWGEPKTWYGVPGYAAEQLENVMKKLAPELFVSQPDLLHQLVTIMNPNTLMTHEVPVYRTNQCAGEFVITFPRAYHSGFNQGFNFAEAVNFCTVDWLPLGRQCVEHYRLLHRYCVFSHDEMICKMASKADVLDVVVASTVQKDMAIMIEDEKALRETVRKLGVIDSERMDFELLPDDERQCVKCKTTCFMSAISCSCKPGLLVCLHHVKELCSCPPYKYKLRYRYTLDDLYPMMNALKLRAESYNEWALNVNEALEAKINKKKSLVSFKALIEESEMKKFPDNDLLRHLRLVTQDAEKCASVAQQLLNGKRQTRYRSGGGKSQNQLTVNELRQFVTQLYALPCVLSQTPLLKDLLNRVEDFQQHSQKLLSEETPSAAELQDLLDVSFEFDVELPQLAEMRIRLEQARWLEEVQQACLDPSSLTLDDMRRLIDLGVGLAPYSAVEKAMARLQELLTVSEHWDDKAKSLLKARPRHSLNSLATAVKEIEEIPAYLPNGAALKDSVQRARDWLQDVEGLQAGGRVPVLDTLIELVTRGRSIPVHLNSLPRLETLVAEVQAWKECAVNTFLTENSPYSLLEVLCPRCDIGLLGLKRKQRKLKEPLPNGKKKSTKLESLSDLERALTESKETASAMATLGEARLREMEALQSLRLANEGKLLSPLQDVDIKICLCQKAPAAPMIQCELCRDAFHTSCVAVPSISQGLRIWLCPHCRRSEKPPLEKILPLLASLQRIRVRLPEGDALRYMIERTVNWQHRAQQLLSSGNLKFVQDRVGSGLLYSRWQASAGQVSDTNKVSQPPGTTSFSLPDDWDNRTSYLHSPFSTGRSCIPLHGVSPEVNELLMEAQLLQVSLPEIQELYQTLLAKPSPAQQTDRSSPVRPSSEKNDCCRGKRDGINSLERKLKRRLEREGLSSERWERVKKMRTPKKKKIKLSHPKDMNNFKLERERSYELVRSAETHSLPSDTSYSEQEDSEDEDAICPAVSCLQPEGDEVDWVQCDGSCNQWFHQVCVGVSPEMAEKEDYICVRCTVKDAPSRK
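qHTS format, multiple compound concentrations. Buffer 50 mM HEPES pH 7.5/0.01% Tween-20; 200 nM KDM5BΔAP final; 10 min compound preincubation; substrate-mix levels 12.5 µM peptide, 25 µM α-KG, 0.25 mM NAD⁺; 30 min RT; ΔRFU.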
Numbers without * were called inactive; i = inactive; ? = inconclusive; [ ] = another dose, or the depositor's remark. Potency is read from the fitted curve at half-maximal effect.

molecule	KDM5B inhibitor
Cc1ccc(-n2c(C3CCN(C(=O)c4ccccc4)CC3)n[nH]c2=O)cc1	29%
O=C(c1ccc2oc(-c3ccc(C(F)(F)F)cc3)nc2c1)N1CCOCC1	-16%
COc1ccc(-c2cc(N3CCN(C(=O)c4cccc(C)c4)CC3)n[nH]2)cc1	1%
Cc1noc(C)c1C(=O)N1CCCN(S(=O)(=O)c2ccccc2)CCC(=O)NCC1	12%
O=c1[nH]c2ccc(NCc3ccc(-c4ccc(Cl)cc4)o3)cc2[nH]1	?
COc1cc(CC(=O)OCc2c(F)cccc2Cl)cc(OC)c1OC	-4%
Cc1c(C)n(CCN(C)C)c2ncn3nc(COc4ccc(Cl)cc4)nc3c12	10%
Oc1cc(C2CCCCC2)ccc1C1CCCCC1	-1%
COc1cc(C(=O)n2nc(C)c(Sc3ccc(Cl)cc3)c2C)cc(OC)c1OC	-22%
O=C(Cn1cccc1C(=O)c1ccccc1)NCc1ccc(F)cc1	6%
O=C(Sc1ccc(Oc2ccc(SC(=O)c3ccco3)cc2)cc1)c1ccco1	17%
CCOc1nccn2c(-c3ccc(CNC(=O)Cn4cnnn4)cc3)cnc12	40µM*
CCN(CC)S(=O)(=O)c1cc([N+](=O)[O-])ccc1N/N=C/c1cccs1	-6%
O=C1OC[C@@H]2CCN(Cc3ccc(C(F)(F)F)cc3)Cc3ccc(F)cc3N12	4%[86.2 µM]
COc1ccc(-c2cc(CC3(NCc4ccccc4)COC3)no2)cc1	3%[86.2 µM]
CN(Cc1ccccc1)Cc1cn([C@H]2CO[C@H]3[C@@H]2OC[C@@H]3NC(=O)NCc2ccccc2)nn1	-14%
CC(C)c1nc2nccc(-c3cccs3)n2n1	25µM*
CCC(C)Sc1ccc(N)c(C(F)(F)F)c1 (stereo not drawn)	25%
COc1ccc(NC(=O)CSc2nc(-c3cccs3)cc(C(F)(F)F)n2)cc1Cl	-5%
CCOC(=O)N1CCN(c2nccc(-c3ccccn3)n2)CC1	-25%
Cc1ccccc1-c1nn(-c2ccc(F)cc2F)cc1CN1CCC(O)CC1	21%
Cn1c(C(=O)NCc2ccc(F)cc2)cc2cc(Cl)ccc21	?
CCN1c2cc(C(=O)Nc3ccc(C(F)(F)F)cc3)ccc2C(=O)N2CCCC21 (stereo not drawn)	?
CCN1CCN(C(=O)CC2CCCN(c3cnn(CCOC)c(=O)c3)C2)CC1 (stereo not drawn)	-3%
Cc1ccc2oc3c(c(=O)c2c1)C(c1ccc(O)cc1)N(Cc1ccc2c(c1)OCO2)C3=O (stereo not drawn)	13%

In the list so far, 2 have a furan ring, fused or not.
molecule	KDM5B inhibitor
O=c1[nH]c2ccc(NCc3ccc(-c4ccc(Cl)cc4)o3)cc2[nH]1	?
O=C(Sc1ccc(Oc2ccc(SC(=O)c3ccco3)cc2)cc1)c1ccco1	17%

Some of the entries so far, field by field.
Cc1ccccc1-c1nn(-c2ccc(F)cc2F)cc1CN1CCC(O)CC1
  KDM5B inhibitor: 21%

COc1cc(CC(=O)OCc2c(F)cccc2Cl)cc(OC)c1OC
  KDM5B inhibitor: -4%

Cc1c(C)n(CCN(C)C)c2ncn3nc(COc4ccc(Cl)cc4)nc3c12
  KDM5B inhibitor: 10%

COc1cc(C(=O)n2nc(C)c(Sc3ccc(Cl)cc3)c2C)cc(OC)c1OC
  KDM5B inhibitor: -22%

Next section:
molecule	KDM5B inhibitor
Cn1nc(C(=O)NC2CCCN(c3cc(-c4ccc(F)cc4)[nH]n3)C2)c2ccccc21 (stereo not drawn)	?
CN(C)S(=O)(=O)N1CCN(C(=O)c2ccc3c(c2)OCO3)CC1	17%
Cc1ccc(Cl)cc1NC(=O)C(Cc1ccccc1)NS(=O)(=O)c1cccc2nsnc12 (stereo not drawn)	2%
NC(=O)CNS(=O)(=O)/C=C/c1ccc(Cl)cc1	19%
COc1ccc(C(=O)NCC(c2cccnc2)N2CCN(c3ccccc3)CC2)cc1 (stereo not drawn)	3%
CCOc1ccc(N(Cc2ccccc2)C(=O)c2nc(SCC)ncc2Cl)cc1	?
CNS(=O)(=O)c1cc(NC(=O)c2cccc(OCc3c(C)noc3C)c2)ccc1C	16%
COc1cccc(N2CCN(S(=O)(=O)c3ccc(-c4cnc(C5CC5)o4)cc3)CC2)c1	-10%
O=C([C@@H]1C[C@H](c2ccc(F)cc2)N([S+](=O)([O-])C2CC2)C1)N1CCN(c2ccccn2)CC1	20µM*
Cc1ccsc1-c1[nH]nc2ncc(-c3cccc(CO)c3)nc12	-11%[86.2 µM]
Cc1cc(C)c2c(CC(=O)Nc3ccc(F)cc3)coc2c1	16%
Cc1ccc2c(c1)S/C(=C\c1cccc[n+]1C)N2CCO	25%
CNc1nnc(Sc2ncccc2[N+](=O)[O-])s1	-13%
O=C1CCCC2=C1C(c1ccc(F)cc1F)Nc1nonc1N2 (stereo not drawn)	12%
COC(=O)C1=C(C)C(C(C)=O)(C(=O)OC)NC(C)=C1c1ccccc1Cl (stereo not drawn)	?
CC(C)CN1C(=O)c2cccn2CC1CNC(=O)c1cccn1C (stereo not drawn)	-18%
CC(C)c1noc(-c2cccn3c(CNC(=O)c4nccc5ccccc45)nnc23)n1	?
Brc1cccc(-c2nnc(CN3CCN(c4ccccn4)CC3)o2)c1	10%
CC(NC(=O)CN(C)S(=O)(=O)c1ccc2c(c1)c(=O)n(C)c(=O)n2C)c1ccccc1 (stereo not drawn)	-18%
Cc1cc(C(=O)Nc2ccc(N3CCOCC3)c(Cl)c2)c(C)o1	9%
COc1ccc(OC)c(NC(=O)COC(=O)CCC2CCCC2)c1	-3%
CC(=O)c1ccc(NC(=O)c2cccc(N(C)C)c2)cc1	-19%
CCN(C(=O)COC(=O)c1nn(-c2ccccc2)c(=O)c2ccccc12)C1CCS(=O)(=O)C1 (stereo not drawn)	-12%
COc1cccc(OC)c1OC(=O)COc1ccc2oc3c(c2c1)CCCC3	0%
CCc1nnc(CN2CCC(C(=O)Nc3cccc(-c4ccco4)c3)CC2)o1	-15%
COCC(=O)N1C[C@@H](COc2cccnc2)[C@H](c2ccncc2)C1	-23%
COC1CCC12CCN(C(=O)c1cnccn1)CC2 (stereo not drawn)	-12%
CN1C[C@@H](NC(=O)C2CCCCC2)C[C@H]1c1nc(-c2ccc(F)cc2)no1	11%[86.2 µM]
Cc1ccoc1C(=O)NC1CC(=O)N(Cc2cccc3ccccc23)C1 (stereo not drawn)	2%
Cc1nn(CC(=O)N(C)Cc2ccccc2C(F)(F)F)c(=O)c2ccccc12	17%
CCN1CCN(C(C(=O)O)c2c[nH]c3ccc(Cl)cc23)CC1 (stereo not drawn)	-14%
c1ccc(C(CNCc2cccnc2)N2CCCC2)cc1 (stereo not drawn)	-5%
CS(=O)(=O)N1C[C@H]2CCN(C(=O)c3cccc4[nH]ccc34)C[C@H]21	18µM*
COc1ccc(OC)c(NC(=O)CSc2nc3ccccc3c(=O)n2CCC(=O)NC2CCCCC2)c1	-12%
CCOC(=O)C(C#N)C(c1ccco1)c1ccccc1OC (stereo not drawn)	-1%
COc1ccc(-c2ocnc2C(=O)Nc2ccccc2C)cc1	-17%
CC1CCCCN1C(=O)Cn1ncc2c3ccccc3n(Cc3ccccc3F)c2c1=O (stereo not drawn)	-14%
Oc1ccccc1/C=N/Nc1nc2ccccc2o1	?
CC(=O)c1ccc(C(=O)N[C@H]2COC[C@H]2Cc2cc(C)no2)s1	34%[activator]
CCc1ccccc1NC(=O)C(CC)Sc1ncnc2c1sc1ccccc12 (stereo not drawn)	-5%
CCN(CC)CCCNc1nc(N)c([N+](=O)[O-])c(NCCO)n1	-8%
COc1ccc2c(=O)c(Oc3ccccc3OC)c(C)oc2c1	?
Cc1ccccc1NC(=O)N1CCCC(Cn2c(C3CC3)nc3cccnc32)C1 (stereo not drawn)	29%
CCC(=O)N1Cc2ccccc2CC2(CCN(CC3CCNC3)CC2)C1 (stereo not drawn)	8%[115 µM]
Cc1ccc(OCC(=O)OCc2cc(=O)n3c(C)csc3n2)cc1	-28%
COc1ccc(CN2CCCC3(CC(c4cccnc4)=NO3)C2)cc1 (stereo not drawn)	-6%[149 µM]
O=C(NC1CCCCCCC1)c1cc(-c2ccc(Cl)c(Cl)c2)nc2ccccc12	11%
O=C(N/N=C/c1cc([N+](=O)[O-])cc(Br)c1O)C12CC3CCC(CC(C3)C1)C2	?
Cc1cccc(/C=C/C(=O)O)c1C	23%
COc1cc(C(=O)N(C)Cc2ccccc2)ccc1OCc1ccccc1	11%

Continued:
molecule	KDM5B inhibitor
CCc1ccccc1NC(=O)N(C)CC1CCOCC1	-1%
CC1(C)[C@H](Cc2cc(COc3ccccc3)on2)C[C@@H]1NC(=O)C1CCCC1	-17%[86.2 µM]
COC(=O)c1nc2ccccc2nc1N1CCN(c2ccc(Cl)cc2)CC1	3%
CCOC(=O)C1=C(COC(=O)c2oc3c(F)cccc3c2C)NC(=O)NC1C (stereo not drawn)	12%
O=[N+]([O-])c1ccc(-c2nc(Nc3ccccc3)c3ccccc3n2)cc1	-8%
Cc1cc2ncn(-c3ccc([N+](=O)[O-])cc3Cl)c2cc1C	8%
CCOc1ccc(CC(=O)NCCc2sc3nc(-c4ccc(OC)cc4)nn3c2C)cc1	-7%
CCOc1ccccc1NS(=O)(=O)c1cc(-c2c(C)nn3c2NC(=O)CCC3=O)ccc1OC	-11%
O=C(Cc1ccsc1)N1CCC2(CC1)N=C(c1cccc(Br)c1)NO2	?
O=C1CCC(C(=O)OCC(=O)c2c[nH]c3ccccc23)=NN1	18%
COc1ccc(C(C)=O)cc1CSc1nc(Nc2ccc(F)c(F)c2)c2ccccc2n1	1%
CCc1ccc(NC(=O)C(=O)NCCc2csc(-c3cccc(F)c3)n2)cc1	4%
CS(=O)(=O)N1C[C@@H](COc2cccnc2)[C@H](c2ccccn2)C1	22%
COc1ccc(-c2cc(C(=O)N/N=C(\C)c3cccnc3)c3ccccc3n2)c(OC)c1	?
CCn1cc(C(=O)N2C[C@@H](COC)[C@H](c3nc(C4CC4)no3)C2)cn1	30%
Cc1ccc(-c2cc(=O)c3cc(C)ccc3o2)cc1	-3%
Cn1cnnc1-c1nn(C)c2c1CN(C(=O)CCC(=O)N1CC(=O)Nc3ccccc31)CC2	-11%
CC(c1nnc(-c2cccc(Cl)c2)o1)N1CCN(c2cnn(-c3ccccc3)c(=O)c2Cl)CC1 (stereo not drawn)	0%
CCC(Sc1nc2nccnc2c(=O)n1Cc1ccc(Cl)cc1)C(=O)NC1CCCCC1 (stereo not drawn)	-14%
COCc1c(C(=O)N2CC(F)(F)C[C@H]2c2nc(C)no2)noc1C	12%
CCN1CCN(Cc2nc3cc(NC(=O)c4ccccc4[N+](=O)[O-])ccc3n2CC)CC1	-10%
CC(Cn1cccn1)NC(=O)c1cc(Cl)c2c(c1)OCO2 (stereo not drawn)	-5%
Cc1cccc(-c2nc(C#N)c(N3CCCCC3)o2)c1	?
COc1ccc(-c2nc(C)nc3c2CCN(C(=O)c2ccc(C)cc2)CC3)cc1	-29%
COC(=O)[C@]12C[C@H](CC(=O)NCC34CC5CC(CC(C5)C3)C4)C(=O)N(Cc3ccccc3)C1=C[C@H](COCc1ccccc1)O[C@@H]2C	0%
CC(C)CCNC(=O)c1cnc2n1CCN(Cc1cccc(C#N)c1)CC2	-22%[86.2 µM]
O=C(NC1CCN(c2cc(-c3ccccc3)[nH]n2)C1)c1cccc(F)c1 (stereo not drawn)	?
CC(=O)Nc1ccc(NC(=O)c2cc3sccc3n2Cc2ccc(Cl)cc2)cc1	?
Cc1c(NC(=O)Cn2cnc3c2c(=O)n(C)c(=O)n3C)cccc1[N+](=O)[O-]	-10%
CC(C)CCNC(=O)N1CCC(Oc2ncccc2C(=O)N(C)C)C1 (stereo not drawn)	-14%
O=C(NCCN1CCOCC1)C1CCCN(C2CCN(Cc3ccncc3)CC2)C1 (stereo not drawn)	?
CC(Sc1n[nH]c(=O)n1CCc1ccccc1)C(=O)c1cccc(Cl)c1 (stereo not drawn)	14%
Cc1nc2c(C)cccn2c1/C(O)=C1\C(=O)C(=O)N(CCN(C)C)C1c1ccc(Br)cc1 (stereo not drawn)	?
Brc1ccc(-c2ccnc3nc(-c4cccs4)nn23)cc1	7.9µM*
CCOC(=O)CNC(=O)CCc1conc1-c1ccc(OC)cc1	-9%
O=C1COCC2(CN1Cc1ccccc1)CN(C(=O)C1(c3ccccc3)CC1)C2	9%[86.2 µM]
CC(NC(=O)c1cc(-c2ccco2)nc2ccccc12)C(=O)NCc1ccccc1 (stereo not drawn)	i
CCc1noc(-c2nc(-c3ccc(F)c(Br)c3)no2)n1	-12%
COc1ccc(CNC(=O)[C@@]23CCCC[C@H]2N(CCC(C)C)C(=O)CC3)cc1OC	4%
Cc1ccc(C(CNC(=O)COc2ccccc2C)N2CCCCCC2)cc1 (stereo not drawn)	5%
COc1ccc(Nc2ncnc3c2c(-c2ccccc2)cn3-c2ccc(C)c(Cl)c2)cc1OC	-20%

Not all compounds are listed; the hit share may differ from the screen's.
